SRC1 inh: inhibits human SRC1 coactivator; HEK293 GAL4-SRC1 luciferase reporter, luminescence; inhibition, % at 3.6 µM; hit rate 0.12% among 360,000; AID 588354;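 active = inhibition above the campaign mean plus 3 SD, with each screening campaign given its own cutoff, cut at about 60% in these data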;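 note: 0% = DMSO treated cells and 100% = gossypol at 36 µM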
Target sequence (Q15788 whole entry, looked up, the tested form may be a part): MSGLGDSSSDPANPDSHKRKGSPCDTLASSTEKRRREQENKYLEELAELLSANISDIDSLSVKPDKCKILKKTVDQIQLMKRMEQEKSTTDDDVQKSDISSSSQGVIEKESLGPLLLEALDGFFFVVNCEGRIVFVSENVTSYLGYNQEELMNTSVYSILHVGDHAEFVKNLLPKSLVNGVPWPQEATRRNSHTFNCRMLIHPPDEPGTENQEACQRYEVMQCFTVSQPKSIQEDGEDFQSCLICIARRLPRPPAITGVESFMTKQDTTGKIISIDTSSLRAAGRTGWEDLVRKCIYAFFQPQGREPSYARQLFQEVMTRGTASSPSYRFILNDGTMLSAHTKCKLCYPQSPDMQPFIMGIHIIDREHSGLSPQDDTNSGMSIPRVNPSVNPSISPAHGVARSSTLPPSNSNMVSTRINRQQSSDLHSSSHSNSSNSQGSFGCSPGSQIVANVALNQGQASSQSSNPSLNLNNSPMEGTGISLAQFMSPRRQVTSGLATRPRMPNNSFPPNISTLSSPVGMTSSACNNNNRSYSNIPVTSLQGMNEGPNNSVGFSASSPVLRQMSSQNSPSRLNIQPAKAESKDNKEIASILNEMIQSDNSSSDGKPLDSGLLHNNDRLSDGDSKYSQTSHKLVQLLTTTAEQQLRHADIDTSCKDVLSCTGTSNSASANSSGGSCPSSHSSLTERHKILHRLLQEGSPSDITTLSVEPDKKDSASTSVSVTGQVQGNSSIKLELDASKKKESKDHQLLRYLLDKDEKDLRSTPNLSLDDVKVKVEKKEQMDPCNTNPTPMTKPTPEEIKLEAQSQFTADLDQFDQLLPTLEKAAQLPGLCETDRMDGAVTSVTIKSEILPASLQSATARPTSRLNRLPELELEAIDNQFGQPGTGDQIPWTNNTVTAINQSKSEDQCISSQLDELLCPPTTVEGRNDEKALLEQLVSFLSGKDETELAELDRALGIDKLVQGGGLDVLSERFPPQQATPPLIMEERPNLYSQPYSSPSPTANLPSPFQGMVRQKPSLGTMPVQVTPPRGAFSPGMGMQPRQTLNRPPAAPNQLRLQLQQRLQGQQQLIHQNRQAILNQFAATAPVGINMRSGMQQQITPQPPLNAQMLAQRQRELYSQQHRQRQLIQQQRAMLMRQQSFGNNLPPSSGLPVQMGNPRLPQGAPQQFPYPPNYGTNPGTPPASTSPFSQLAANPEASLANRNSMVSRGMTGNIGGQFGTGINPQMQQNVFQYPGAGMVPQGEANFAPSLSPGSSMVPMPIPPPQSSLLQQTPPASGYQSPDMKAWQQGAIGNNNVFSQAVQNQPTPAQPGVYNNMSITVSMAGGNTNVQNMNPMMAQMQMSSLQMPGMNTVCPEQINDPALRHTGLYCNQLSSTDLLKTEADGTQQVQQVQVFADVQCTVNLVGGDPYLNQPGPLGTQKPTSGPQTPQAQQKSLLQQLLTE
LMP1 NFkB inh: reduces LMP1-driven NF-kappaB luciferase signal; LMP1-induced NF-kappaB luciferase reporter cells, luminescence; inhibition, % at 12.5 µM; hit rate 0.69% among 350,000; in the data active = inhibition above about 41%;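 note: 0% = neutral control wells and 100% = reference inhibitor control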
KKLEB cytotox: reduces viability of KKLEB cystic fibrosis airway cells. KKLEB CF airway cells viability, ATPlite luminescence, overnight; stronger effect = lower value; cells stimulated with P. aeruginosa culture filtrate. activity change (cytotoxicity), % at 5 µM. hit rate 0.36% among 360,000;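 active = corrected activity change at or below -50% at 5 µM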
NR2F2 inh: NR2F2 (human) inhibition, primary screen. hit rate 0.7% among 370,000. P24468. inhibition, % at 8.6 µM. AID 686940. HEK293T NGFI-A luciferase reporter, luminescence;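 active = inhibition above a per-plate cutoff, mean inhibition of test wells between control levels plus 3 SD, cut at about 38% in these data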;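 note: cells cotransfected with COUP-TFII expression vector driving the NGFI-A reporter; 0% = median of COUP-TF2 test wells and 100% = reporter-only cells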
NCOA3 inh: human NCOA3 inhibition | HEK293 GAL4-SRC3 luciferase reporter, luminescence | inhibition, % at 3.6 µM | hit rate 0.17% among 360,000;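 active = inhibition above a per-campaign cutoff, the mean of all compounds plus 3 SD, cut at about 60% in these data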;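 note: 0% = DMSO-treated cells and 100% = gossypol-treated cells at 36 µM; higher means less SRC3-driven luciferase light from the GAL4 reporter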
CF NFkB inh: inhibitors of cystic fibrosis induced NF-kB. KKLEB NF-kB-GFP reporter, PAF-induced, GFP fluorescence overnight. inhibition, % at 5 µM. hit rate 0.86% among 360,000. AID 588850;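 active = at least 50% inhibition at 5 µM, scaled per plate between neutral and stimulator controls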;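 note: PAF is a Pseudomonas aeruginosa culture filtrate used as stimulus; plate controls were PAF-stimulated DMSO wells for no effect and unstimulated DMSO wells for full effect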
TRAIL sens C8: caspase-8 TRAIL sensitization; NB7+C8 cells + TRAIL, ATPlite viability luminescence; inhibition (viability loss, TRAIL sensitization), % at 10 µM; hit rate 1% among 360,000;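 active = compounds causing at least 50% loss of cell viability in the single-dose screen, relative to plate controls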
NR5A2 inv ag: suppresses constitutive activity of human LRH-1; HEK293T StAR-luciferase reporter, LRH-1 transfected, 24 h; O00482; hit rate 0.13% among 360,000; inhibition, % at 3.6 µM;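 active = inhibition above the mean inhibition of all tested compounds plus 3 SD, cut at about 73% in these data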;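 note: 0% = DMSO wells and 100% = reporter-only cells lacking LRH-1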
TROY signal inh: TROY signaling inhibition; Q293 LMP1-TROYcd NF-kB luciferase reporter, 4 h; inhibition, % at 10 µM; hit rate 0.98% among 360,000; AID 1347056;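 active = compounds whose plate-normalised and pattern-corrected inhibition of the luciferase reporter signal at the single screening dose is 50% or more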
Shn3 inh set2: reduces Shn3 3'UTR luciferase signal in osteoblasts | Clone20 osteoblast Shn3 3'UTR firefly luciferase, 24 h | inhibition, % at 12.5 µM | hit rate 0.52% among 360,000 | AID 588674;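 active = mean inhibition of at least 75% with every replicate also reaching 75%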;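 note: 0% = median of neutral control wells and 100% = pilot-screen positive control compound; some compounds past the cut are filed as inactive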
TWEAK Fn14 block: inhibitors of TWEAK-Fn14 interaction signaling | TWEAK-stimulated Fn14 reporter cells, luciferase luminescence, 8 h | inhibition, % at 10 µM | hit rate 2% among 360,000; in the data active = inhibition above about 50%
Numbers without * were called inactive; / = no result given. These rows are one share of the data. The share of hits here may be higher or lower than overall.

Compound	CF NFkB inh	TRAIL sens C8	TROY signal inh	Shn3 inh set2	NR5A2 inv ag	TWEAK Fn14 block	SRC1 inh	NR2F2 inh	NCOA3 inh	LMP1 NFkB inh	KKLEB cytotox
Cc1ccc(-c2nnc(N3CC(C)OC(C)C3)c3ccccc23)cc1 (stereo unspecified)	-1	-2	0	33	-6	2	-12	3	-8	8	20
C=CCCC(=O)N1CCC(n2nccc2NC(=O)c2ccc(OC)cc2)CC1	-2	-17	-21	-20	-10	-4	-1	-8	-1	-3	-3
O=C(Nc1ccc(S(=O)(=O)NCc2ccccc2)cc1)c1ccccc1[N+](=O)[O-]	-16	-11	5	24	-5	-4	-17	9	-2	8	3
O=C(CSc1ccc2nnc(-c3ccncc3)n2n1)Nc1ccccc1F	0	-9	-7	16	-23	-2	-23	-19	0	0	-12
Cc1cccc(C)c1NC(=S)N(CCc1ccncc1)C(C)C	-19	-12	0	-8	1	-12	7	-7	11	5	11
COc1ccc(-c2cn3c(n2)CCC3)cc1	-5	11	-62	-62	-112	-3	-73	-45	-66	21	4
Cc1cc(N2CCOCC2)ccc1/C=C1/SC(=O)NC1=O	5	11	-74	-19	-67	0	-86	-28	-59	-6	-11
COc1ccc(N2CCN(c3nc4c(C)cccn4c(=O)c3C=C(C#N)C#N)CC2)cc1	16	-12	-2	-38	-10	3	-4	0	3	3	-18
CCC(=O)C1CCCN(C(=O)CCc2nnc(-c3ccc(C(C)=O)s3)o2)C1 (stereo unspecified)	-11	10	-23	-86	-68	-31	-70	-43	-114	-23	-6
O=C(O)c1cccc(S(=O)(=O)Nc2ccc(Cc3ccncc3)cc2)c1	4	-5	-12	20	-7	8	-7	15	5	-3	0
COC(=O)c1c(C)[nH]c(C)c1-c1ccc([N+](=O)[O-])cc1	12	-1	-18	13	-9	-15	7	1	13	-5	-1
CC1CCCN(CC(=O)NNC(=O)COc2ccc(Br)cc2)C1 (stereo unspecified)	4	-13	9	-5	5	11	-8	6	15	-3	7

Full records, looked up by structure.
Results for `O=C(CSc1ccc2nnc(-c3ccncc3)n2n1)Nc1ccccc1F` : CF NFkB inh: 0; TRAIL sens C8: -9; TROY signal inh: -7; Shn3 inh set2: 16; NR5A2 inv ag: -23; TWEAK Fn14 block: -2; SRC1 inh: -23; NR2F2 inh: -19; NCOA3 inh: 0; LMP1 NFkB inh: 0; KKLEB cytotox: -12
Results for `Cc1cc(N2CCOCC2)ccc1/C=C1/SC(=O)NC1=O` : CF NFkB inh: 5; TRAIL sens C8: 11; TROY signal inh: -74; Shn3 inh set2: -19; NR5A2 inv ag: -67; TWEAK Fn14 block: 0; SRC1 inh: -86; NR2F2 inh: -28; NCOA3 inh: -59; LMP1 NFkB inh: -6; KKLEB cytotox: -11

The list goes on.
Compound	CF NFkB inh	TRAIL sens C8	TROY signal inh	Shn3 inh set2	NR5A2 inv ag	TWEAK Fn14 block	SRC1 inh	NR2F2 inh	NCOA3 inh	LMP1 NFkB inh	KKLEB cytotox
O=C(CN1CCN(Cc2ccc(F)cc2Cl)CC1)NCc1ccccc1	11	11	5	7	20	-1	5	4	-14	4	-12
COc1ccc(C2=NN(C(=O)COC(=O)c3ccc(NC(=O)CC#N)cc3)C(c3ccco3)C2)cc1 (stereo unspecified)	10	-22	-20	-3	0	-4	-34	-4	1	-5	15
[O-][n+]1ccc(CC(O)(C(F)(F)F)C(F)(F)F)cc1	-14	-8	2	5	8	0	-19	-9	2	3	1
NC(Cc1ccc(C(F)(F)F)cc1)c1csc(NC(=O)Nc2ccccc2Cc2ccccc2)n1 (stereo unspecified)	92*	79*	-12	84	-24	22	-14	-5	-2	/	-92*
COc1ccccc1C(=O)Nc1ccc(S(=O)(=O)N2CCOCC2)cc1	2	10	3	2	-11	-2	2	8	16	6	-2
CC(C)(C)c1cc(NC(=O)Nc2ccccc2)no1	30	16	-20	-112	-132	-10	-98	-17	-79	-19	3
Cc1csc(Sc2ccc([N+](=O)[O-])cc2C(=O)OCC(=O)NC2CCCC(C)C2C)n1 (stereo unspecified)	1	-4	-1	17	1	1	0	3	12	-15	-2
COc1cc(NC(=O)CN2CCN(S(=O)(=O)/C=C/c3ccccc3)CC2)cc(OC)c1OC	-4	-7	3	12	-14	-2	3	-1	-2	2	3
CCCn1nc(C(=O)OCC(=O)NC(C)c2ccccc2)c2ccccc2c1=O (stereo unspecified)	-6	-12	8	5	-1	-3	11	15	5	-4	-1
CCN(Cc1ccc(N(C)C)cc1)C(C)C(=O)Nc1ccc(S(=O)(=O)N2CCCC2)cc1 (stereo unspecified)	9	-8	-3	-11	36	-12	-1	-25	7	4	-2
CN(Cc1ccco1)S(=O)(=O)c1nnc(NC(=O)c2ccccc2)s1	0	20	-27	-22	-42	6	7	/	-6	-4	-5
N#CCCn1cc(/C=N/NC(N)=S)c(-c2ccc(Br)cc2)n1	-26	-9	15	10	15	36	-3	-12	4	-25	9
CCc1ccc(OCc2nnc(SCCN3CCOCC3)n2CC)cc1	-8	12	-6	-6	5	6	6	8	3	4	0
O=C(CCn1nc(-c2ccc(Cl)cc2)ccc1=O)N1CCN(c2ccccc2)CC1	18	-12	19	15	-7	28	5	13	-6	-6	-1
CN(C)S(=O)(=O)c1ccc(N2CCCC2)c(C(=O)Nc2ccccc2N2CCOCC2)c1	4	-45	4	-14	3	-2	-1	-14	11	3	-25
Cc1ccc(SCc2c(C(=O)N/N=C/c3ccc(C)o3)nnn2-c2nonc2N)cc1	-55	-4	33	-26	-12	-9	-53	-5	15	-2	6
O=C(O)c1ccc(N/N=C/c2ccnc3ccccc23)cc1	27	-8	-11	-106	-107	44	-99	-47	-74	-4	-6
COC(=O)C1C(c2ccccc2)C(C(=O)O)C1c1ccccc1 (stereo unspecified)	-8	3	-12	22	15	9	4	6	0	4	-7
CCOc1ccc(CCNC(=O)c2ccc(=O)[nH]c2)cc1OCC	-28	5	-7	3	-1	22	-5	6	3	1	21
Cc1ccc(-n2c(=O)c(C#N)cc3c(=O)n4ccccc4nc32)cc1C	9	-4	-1	7	11	-17	5	1	1	0	0
O=C(NN1C(=O)c2cc(Br)ccc2NC1c1cc(Br)cc(Br)c1O)c1ccncc1 (stereo unspecified)	29	19	9	3	5	17	2	13	-3	2	9
Cc1ccc(-c2cc(C(=O)N3CCCC(C(F)(F)F)C3)c3ccccc3n2)o1 (stereo unspecified)	-10	4	-15	-13	7	6	3	-21	-9	1	-4
CC(C)=C(NC(=O)c1ccccc1)C(=O)N/N=C(\C)c1ccccc1O	-8	11	-9	-8	19	2	1	8	1	-1	0
COc1cccc(/C=N/NC(=S)NCc2ccco2)c1OC	-18	-10	18	-1	19	-9	-1	7	12	-2	13
Cc1ccsc1CNS(=O)(=O)c1ccc(F)cc1	17	4	1	9	-10	7	-11	-2	4	2	-17
O=C(/C=C/c1ccccc1)NCc1ccco1	-22	-6	-10	-18	-15	-2	-31	13	-15	-13	2
CC(C)CCN1CCC(CN2C(=O)C(=O)NC[C@@H]2CC(C)C)CC1	-18	11	2	1	-7	11	13	-5	4	/	12
Cc1ccc(-c2nnc(-c3ccc4ccccc4c3)o2)cc1	-26	20	-23	-89	-47	-20	-38	-15	-83	-4	9
COc1ccc(C(C)=O)cc1COC(=O)CCNS(=O)(=O)c1ccc(C(C)=O)cc1	-9	-4	-10	5	-18	-4	-8	10	14	5	-12
O=C(CSc1nc(=O)n2ccccc2n1)NCc1ccc2c(c1)OCO2	15	-8	11	-5	-8	-10	-4	-2	-15	2	2
COc1ccc(/C=C(/NC(=O)c2ccco2)C(=O)NCc2ccco2)cc1OC	17	-7	10	-23	20	15	1	-19	8	-10	-9
O=C(CCN=C1NS(=O)(=O)c2ccccc21)Nc1ccc(F)cc1Cl	12	1	-4	-3	-15	-4	0	-14	8	4	-4
Cc1cc(S(=O)(=O)N2CCOCC2)ccc1F	-18	-16	0	0	2	-8	-13	22	11	-2	7
Cc1[nH]nc(C(=O)NN=Cc2ccccc2Cl)c1N=NN(C)C	23	4	-14	-7	-62	-5	-83	-26	-87	-3	4
CC(C)(C)c1cc(Br)ccc1OCC(=O)Nc1ncn[nH]1	24	-9	-3	8	-1	-4	3	10	12	-19	13
Cc1ccc(SCC(=O)OC(C)C(=O)NCc2ccccc2)cc1 (stereo unspecified)	6	-4	0	5	24	3	-18	-22	4	1	8
CC(c1nccs1)N(C)c1nc2nonc2nc1N(C)C (stereo unspecified)	2	-30	1	33	20	-14	20	-8	11	-1	17
C=CCNC(=S)NCc1cccnc1	-8	8	-7	-14	1	19	-15	10	12	4	2
CC(=O)Nc1ccc(C(=O)OC2CCOC2=O)cc1 (stereo unspecified)	-2	5	13	8	-6	5	0	-3	0	-7	-8
O=C(CNC(=O)c1cccs1)N/N=C/c1ccc(Cl)cc1	3	-1	0	11	-3	-8	-14	-2	2	-5	2
Cc1ccc(S(=O)(=O)CCC(=O)N2CCN(c3ccc(Cl)cc3)CC2)cc1	-16	-20	10	28	-2	24	17	5	39	11	13
CC(=O)SC(C[N+](=O)[O-])c1cn(C(C)=O)c2ccccc12 (stereo unspecified)	-17	-26	-11	35	9	14	-14	5	-31	-4	5
COc1ccc(C(C)(O)c2nc(-c3ccncc3)cs2)cc1 (stereo unspecified)	-4	4	9	63	23	22	-2	15	12	/	9
O=[N+]([O-])c1cc(/C=N/O)ccc1SCc1ccccc1	-33	-9	-48	-7	-8	-6	-16	-41	0	-15	21
